USP2a block: blocks human ubiquitin-specific protease USP2a | Potency, µM (top dose mostly 38.3 µM), inactives show at the top dose activity change, negative = inhibition, hits mostly inhibitors | 0.01% of 330,000 active | O75604 | USP2 core, Ub-CHOP2 coupled fluorogenic reporter, 485/531;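 note: potency is the fitted concentration of half-maximal effect; plate controls were DMSO wells for no effect and full inhibition by NEM control for full effect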
Target sequence (O75604 whole entry, looked up): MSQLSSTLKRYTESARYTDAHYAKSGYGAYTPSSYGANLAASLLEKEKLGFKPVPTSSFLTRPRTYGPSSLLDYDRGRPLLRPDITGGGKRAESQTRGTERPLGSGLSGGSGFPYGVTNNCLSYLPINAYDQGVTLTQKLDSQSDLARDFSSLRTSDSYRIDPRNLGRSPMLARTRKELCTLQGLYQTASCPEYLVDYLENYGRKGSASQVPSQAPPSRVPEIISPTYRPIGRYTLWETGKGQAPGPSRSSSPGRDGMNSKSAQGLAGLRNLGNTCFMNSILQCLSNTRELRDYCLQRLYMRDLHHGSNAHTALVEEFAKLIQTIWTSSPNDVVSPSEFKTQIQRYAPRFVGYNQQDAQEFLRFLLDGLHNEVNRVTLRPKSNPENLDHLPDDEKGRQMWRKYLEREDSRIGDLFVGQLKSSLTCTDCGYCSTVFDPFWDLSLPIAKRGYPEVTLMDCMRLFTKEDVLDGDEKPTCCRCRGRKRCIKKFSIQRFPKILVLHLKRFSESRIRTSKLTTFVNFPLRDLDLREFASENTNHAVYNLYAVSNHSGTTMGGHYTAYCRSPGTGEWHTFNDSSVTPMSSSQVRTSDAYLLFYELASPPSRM
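Cell-free coupled assay: 10nM USP2 core preincubated 30min RT with compound in Tris-HCl pH 8.0/CaCl2/CHAPS buffer, then 25nM Ub-CHOP2 and 25nM reporter substrate; fluorescence (Ex 485/Em 531) read after 60min RT, normalized to NEM inhibition, concentration-response curves fitted.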
AT treatment: potential ataxia-telangiectasia treatments restoring KAP-1 phosphorylation; Potency, µM (top dose mostly 57.5 µM), inactives show top-dose activation, actives largely listed as activators; 0.19% of 320,000 active; AID 485349; […] A-T fibroblasts, KAP-1 phosphorylation AlphaLISA; neocarzinostatin DNA damage 30 min before lysis; note: potency is the fitted concentration of half-maximal effect; % of control where 0% means no effect; nearly all actives have a fitted effect of over 45% in size
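ATM-like activity read as KAP-1 phosphorylation via AlphaLISA donor/acceptor antibody pairs after lysis and 6 hr at 25C. Cells were ATM-null patient fibroblasts ([…], hTERT), dosed 60 min, then exposed to the DSB inducer NCS for 30 min.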
TRPV1 agonist: agonists of human vanilloid receptor 1 (TRPV1) | Q8NER1 | TRPV1-expressing cells, Fluo-8 calcium influx, agonist mode | activation, % at 8.33 µM | 0.19% of 320,000 active; in the data active = activation above about 80%; inconclusive = between about 30% and that limit; note: 0% is about no effect
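Cells expressing TRPV1 were dye-loaded with Fluo-8 and read kinetically: 10 s baseline, 3 min after compound (agonist portion), then 2 min after EC20 capsaicin (allosteric enhancer portion). Calcium-bound dye fluorescence at 480/520 nm.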
Eya2 inh: Eya2 (human) phosphatase inhibition | AID 488837 | 0.006% of 330,000 active | Potency, µM (top dose mostly 76.9 µM), for inactives: at the highest dose activity, negative = inhibition, hits mostly inhibitors | recombinant Eya2, OMFP fluorescence dephosphorylation (OMFP is methylfluorescein phosphate); note: potency is the fitted concentration of half-maximal effect; % is set by controls: 0 for no effect and ±100 for the full control effect
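Eya2 (0.2 uM) preincubated 10 min at ambient with compound, then OMFP substrate added at 50 uM; 10 min reaction in 50 mM HEPES pH 7.5, 50 mM NaCl, 5 uM MgCl2, 0.05% BSA, 1 mM DTT. Fluorescence read at Ex 485/Em 525 nm.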
hERG WT inh: blocks the wildtype human KCNH2 potassium channel; 0.37% of 340,000 active; Q12809; activity change, % at 1.84 µM; U2OS, BacMam KCNH2, thallium flux FluxOr; active compounds read low;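 active = maximum activity change below -70%; inconclusive = maximum activity change between -70% and -50%; inactive = maximum activity change above -50%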; note: % is set by controls: 0 for no effect and ±100 for the full control effect
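U2OS cells were transduced with wild-type KCNH2 virus (2.03 x 10^8 / mL) for 4 h at room temperature, then cultured overnight at 37 C. Thallium flux was read with FluxOr dye. Rate constants were normalized to DMSO controls.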
Mito fusion act: inhibitors of mitochondrial division or activators of mitochondrial fusion; S. cerevisiae fusion-defective mutant growth rescue, CellTiterGlo 48 h; Potency, µM (series often up to 46.1 µM), inactives show at the top dose growth rescue (activation), hits mostly activators; 0.23% of 320,000 active; AID 485298;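 note: potency is the fitted concentration of half-maximal effect; % of control where 0% means no effect; nearly all actives have a fitted effect of over 45% in size; temperature-sensitive fusion mutants such as fzo1-1 at 37 °C on non-fermentable ethanol glycerol medium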
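S. cerevisiae fusion-defective temperature-sensitive mutants (e.g. fzo1-1, mgm1-5) grown 48 h at 37C in YPEG (ethanol/glycerol non-fermentable) medium with 23 nl compound per well; growth rescue read as CellTiterGlo luminescence.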
TCR act: activators of T cell receptors; primary human leukocytes, anti-CD3, IL-2 HTRF, 48 h; Potency, µM (top dose mostly 9.22 µM), inactives show top-dose activation of IL-2 secretion, hits mostly activators; 330,000 tested, under 10 active; note: % of control where 0% means no effect
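IL-2 produced over 48 hr by a-CD3 bead-stimulated primary human leukocytes exposed to compounds was detected with a homogeneous time-resolved FRET immunoassay, 665nm acceptor signal after 320nm excitation.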
KCNH2 3.1 inh: KCNH2 3.1 (human) potassium channel inhibition; U2OS KCNH2 3.1, thallium flux FluxOr; active compounds read low; activity change, % (tested at about 1.8 µM); 0.95% of 340,000 active; AID 720553;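 active = maximum activity change below -70%; inconclusive = maximum activity change from -70% to -50%; inactive = maximum activity change above -50%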;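 note: thallium influx rate constant from kinetic fluorescence after stimulation buffer; % is set by controls: 0 for no effect and ±100 for the full control effect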
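Measured as rate of thallium-driven FluxOr signal in transduced U2OS cells carrying the 3.1 channel, read kinetically for 2 min upon stimulation; values are rate constants scaled to DMSO control wells.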
ELG1 repair inh: ELG1-dependent DNA repair inhibition; HEK293T ELG1-luciferase reporter, luminescence, 16 h; DNA damage induced by 5-fluorouridine; Potency, µM (series often up to 46.1 µM), without a hit: at the top dose activity change, negative = inhibition, most hits filed as inhibitors; 2.3% of 330,000 active; note: potency is the fitted concentration of half-maximal effect; % is set by controls: 0 for no effect and ±100 for the full control effect; nearly all actives have a fitted effect of over 55% in size
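Cells (2,000 per well) received 5-fluorouridine plus test compound or DMSO and were incubated 16 hr at 37 °C, 5% CO2. Luciferase activity was read by luminescence 30 min after ONE-Glo addition; signal suppression marked inhibition of damage-induced ELG1 function.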
TSHR antag: blocks TSH signaling through the human TSH receptor. AID 504810. activity change, negative = inhibition, % at 11.5 µM. P16473. 0.2% of 330,000 active. TSHR-expressing cells, TSH-stimulated cAMP HTRF, 2 h; active compounds read low;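 active = activity change below a set negative limit, meaning inhibition stronger than a set level, cut at about -70% in these data; inconclusive = activity change between two set negative limits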; note: % is set by controls: 0 for no effect and ±100 for the full control effect
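Competitive HTRF cAMP read-out (cryptate anti-cAMP antibody, cAMP-d2; 30 min, room temperature) in freshly harvested TSHR cells. Compounds added before TSH at EC80 (4nM final), followed by 2 hours' incubation at 37 deg C.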
* hit, by the source's call; ? = inconclusive; . = not tested or not shown; [ ] = another dose, or the depositor's remark. Unless noted, calls come from the whole dose curve; as a rule, active = well fitted curve in the direction sought with a large enough effect; inconclusive = small, poorly fitted or top-dose-only effect, or another doubt; inactive = no such curve, though single readings can be large; an effect the other way counts as inactive or inconclusive. Some of the compounds tested (hit frequency here may not be typical).

Structure	USP2a block	AT treatment	TRPV1 agonist	Eya2 inh	hERG WT inh	Mito fusion act	TCR act	KCNH2 3.1 inh	ELG1 repair inh	TSHR antag
O=C(CSCC(=O)OCC(=O)c1ccc(Br)cc1)Nc1ccc(Br)cc1	2%	-12%	2	-5%	-2	10%	-3%	-8	9%	-3
O=C(CSc1nncn1-c1ccccc1)Nc1cccc(S(=O)(=O)N2CCCCC2)c1	1%	5%	6	2%	.	-4%	-2%[46.1 µM]	.	11%	49
O=C(NCCCNC(=O)c1cccs1)c1cccs1	0%	0%	-1	-2%	-22	0%	8%	2	12%	1
CC(CCc1ccccc1)NC(=O)C1CCN(S(=O)(=O)c2ccc(F)cc2)CC1 (stereo not drawn)	2%	-1%	20	6%	6	1%	-3%	-10	0%	-3
Cc1sc2nc(CSC(C)C(=O)Nc3ccc(Cl)cn3)[nH]c(=O)c2c1C (stereo not drawn)	2%	-11%	0	-28%	9	-6%	-73%	12	6%	15
CCCCN1C(=N)N([C@@H](CCC)CN2CCC[C@H]2CN2C(N)=NC[C@@H]2Cc2ccccc2)C[C@H]1[C@H](C)CC	-1%	-2%	.	-11%	21	.	-5%	7	15%	0
c1ccc2[nH]c(SCC3CCCCO3)nc2c1 (stereo not drawn)	-1%	3%	18	1%	-7	3%	12%	9	?	19
COc1cccc(-c2nn(C)c3sc(C(=O)NCc4ccc(C)cc4)cc23)c1	0%	-2%	8	-10%	4	-1%	-19%	49	?	-12
COc1cc(-n2c(=O)c3ccccc3n(Cc3ccccc3)c2=O)cc(OC)c1OC	2%	0%	-1	-6%	3	-2%	1%	6	?	6
Cc1cc(Cl)ccc1Oc1ncc(-c2ccc(Cl)cc2)cn1	-1%	2%	-5	?	9	8%	-2%	0	-6%	-19
COc1cc2c(cc1NC(=O)CN(C)Cc1cccc(OC)c1OC)oc1ccccc12	-8%	12%	-6	-2%	-6	?	-6%[46.1 µM]	-7	?	9
CC(C)(C)OC(=O)NNC(=O)Nc1ccccc1C(F)(F)F	0%	-1%	-2	8%	-3	8%	2%	-5	5%	-5
CC(=O)c1cccc(NC(=O)C2=CN3CCS(=O)(=O)N=C3C=C2)c1	-1%	12%	-1	0%	-18	-2%	-4%	1	?	4
N#C/C(=C(/O)c1cccs1)c1nc2ccccc2[nH]1	2%	?	.	-2%	-3	9%	2%	2	-4%	-28
CC(C)(C)c1ccc(-c2conc2N)cc1	-1%	-6%	17	1%	-16	19%	0%[46.1 µM]	-3	?	-1
CCOc1ccc(NC(=S)N2CCCC2)cc1	2%	12%	1	-8%	9	-7%	-1%	-2	25%	7
COc1ccc(CCNC(=O)COC(=O)c2ccc(S(=O)(=O)N3CCCC3)cc2)cc1OC	2%	10%	.	6%	-1	.	6%	-1	?	-8
C/C(=C\c1ccccc1)C(=O)NCc1ccco1	3%	0%	8	-10%	-6	-2%	-14%	-11	?	8
COc1ccc(Nc2cc(C)nc(N)n2)cc1	12%	-10%	2	-6%	-3	-6%	1%	8	?	-8
Cc1ccc(C)c(N2CCN(C(=O)CN3C(=S)NC(C)(C)CC3C)CC2)c1 (stereo not drawn)	2%	-1%	-1	-24%	-24	0%	.	1	?	-1
Cc1ccc(/C=N/n2cnnc2)s1	5%	3%	-5	-18%	-5	0%	3%	-16	-2%	4
CCCc1nnc(NC(=O)CCC(=O)N2CCN(Cc3ccc(Cl)cc3)CC2)s1	2%	7%	-1	-1%	-5	1%	-2%	0	-25%	-1
CCCCN(C(=O)NC(=O)Nc1nc2ccc(OC)cc2s1)S(C)(=O)=O	4%	.	-9	-21%	10	6%	0%	1	?	37
COC(=O)c1cn(C(=O)c2cc(Br)ccc2Cl)c2ccccc12	1%	2%	1	6%	-19	4%	3%	14	-13%	-13
O=C(CCc1nc2ccccc2c(=O)[nH]1)OCc1ccccc1F	0%	11%	4	6%	1	1%	0%[46.1 µM]	10	16%	5
CC[C@]12c3[nH]c4ccc(Cl)cc4c3CCN1C(=O)[C@@H](CC(=O)NCCCn1ccnc1)C[C@@H]2C(=O)N1CCN(C(=O)c2ccco2)CC1	-1%	0%[11.5 µM]	.	-3%	-7	.	-7%[46.1 µM]	8	4%	0
CC(C)n1cnc2c(N(C)c3ccccc3)nc(N(CCN(C)C)Cc3ccccc3)nc21	-4%	35%	?	0%	17	-37%[inhibitor]	3%	?	?	-5
O=C(Nc1ccc(F)cc1)c1cccc(N2C(=O)c3ccccc3C2=O)c1	1%	0%	26	-16%	22	-2%	-10%	8	16%	8
O=C(Nn1cnc2ccccc2c1=O)c1ccc(F)cc1Cl	3%	-6%	.	?	0	2%	9%	0	?	22
Cc1cnc(NC(=O)CSc2nnc(COc3c(C)cccc3C)o2)s1	0%	9%	2	3%	-6	0%	4%[46.1 µM]	5	0%	-16
CC(=O)O[C@]1(C(C)=O)CC[C@H]2[C@@H]3C=C(Cl)C4=CC(=O)CC[C@]4(C)[C@H]3CC[C@@]21C	2%	.	-1	-5%	2	?	-6%	-2	?	22
O=C(NCCO)/C(=C\c1cccc([N+](=O)[O-])c1)NC(=O)c1ccco1	3%	2%	2	-8%	-6	-3%	-1%[46.1 µM]	-5	10%	3
COc1ccc(C(=O)OCC(=O)c2ccc3c(c2)NC(=O)CO3)cc1[N+](=O)[O-]	1%	2%	.	-1%	16	.	3%	-7	7%	-10
O=C(OC(C(=O)NCc1ccc2c(c1)OCO2)c1ccncc1)c1ccc(Cl)nc1 (stereo not drawn)	-2%	-3%	1	1%	0	0%	-7%	-1	14%	-17
O=C(Nc1ccccc1-c1nnn(CC(=O)N2CCOCC2)n1)c1ccc(F)cc1	0%	3%	8	7%	3	4%	.	-15	-8%	-2
COc1ccc(C)cc1S(=O)(=O)Nc1cc2c3c(c1)CCN3C(=O)CC2	1%	3%	-2	-4%	2	-1%	-1%	-34	?	20
O=C(NCCc1ccco1)C(=O)NCC1CCCN1S(=O)(=O)c1ccccc1 (stereo not drawn)	1%	-1%	0	6%	2	-2%	14%	-15	?	0
O=C(NCc1cccs1)c1ccc2c(c1)OCCO2	0%	2%	0	18%	-4	0%	-2%	5	?	0
O=C(C1=C(O)C(=O)N(c2ccccc2)C1c1ccc([N+](=O)[O-])cc1)c1cccs1 (stereo not drawn)	1%	-4%	2	1%	-7	0%	-2%	11	-9%	-1
C#CCOCCOCCOCCNc1nc(N2CCN(C(=O)Cn3cc(CCCN=C(N)N)nn3)CC2)nc(N2CCN(C(=O)[C@H]([C@@H](C)CC)n3cc(CCC(=O)O)nn3)CC2)n1	0%	17%	2	2%	-16	1%	-13%	10	10%	-3
CC(C)n1cc(/C=N\NC(=O)c2cc3c(ccc4ccccc43)o2)c2ccccc21	-11%	6%	2	0%	0	1%	2%	7	-1%	-9
CC1CCN(C(=O)COC(=O)C2CCN(S(=O)(=O)c3ccc(Cl)c(C(F)(F)F)c3)CC2)CC1	2%	3%	26	-7%	3	0%	0%	-32	-2%	-10
Cc1ccc([N+](=O)[O-])cc1S(=O)(=O)N1CCNCC1	0%	-1%	-2	12%	4	1%	4%	13	8%	0
O=C1C2CC=CCC2C(=O)N1Nc1ccccc1 (stereo not drawn)	3%	-3%	0	7%	1	-2%	0%	21	-2%	10
CCn1c(C)nnc1SCC(=O)Nc1ccc(Cl)cc1	-1%	-4%	0	10%	2	2%	-30%	-5	13%	10
Cc1ccc(NC(=O)COc2cccnc2[N+](=O)[O-])cc1S(=O)(=O)N1CCOCC1	8%	-3%	-2	-12%	-3	16%	-3%	-6	6%	1
COc1ccc(-c2noc(CN(C)Cc3ccccc3)n2)c(OC)c1OC	0%	7%	-1	4%	-11	0%	-1%	-2	?	-6
COc1ccc(S(=O)(=O)N2CCN(c3ccccn3)CC2)cc1[N+](=O)[O-]	1%	0%	?	-6%	-15	-2%	-2%	0	-27%	6
O=C(CSc1nnnn1-c1ccc(F)cc1)Nc1ccccc1F	-1%	15%	-1	11%	2	0%	.	-1	7%	-17
Cc1cc(C)c2cc(CN(CCO)C(c3nnnn3Cc3ccc(F)cc3)C(C)C)c(=O)[nH]c2c1 (stereo not drawn)	-1%	-2%	9	-10%	.	-1%	.	.	5.2µM*	-5
O=C(OCc1c(F)cccc1Cl)c1cccnc1Cl	0%	-2%	13	2%	-6	16%	1%	-12	1%	-27

Screens from PubChem BioAssay.
